CRFR2-BP ag – agonists of CRF-BP/CRF-R2 complex, primary screen, cell-based, HEK293, calcium dye fluorescence, uHTS | calcium dye fluorescence (FLIPR); percent of saturating CRF peptide response | 350,000 tested, 0.46% active | activation, % at 13.2 µM;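 active = activation of at least 50%, plus an integration ratio under a set limit after plate pattern correction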;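 also: plate controls were neutral control wells without compound for no effect and CRF at EC100 for full effect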
CHRM4 PAM – human M4 muscarinic receptor positive allosteric modulators, primary screen, CHO-K1 cells, Fluo-8 calcium fluorescence | AID 624126, 2012 | 360,000 tested, 0.4% active | activation, % at 3 µM | CHO-K1 hM4/Gqi5, ACh EC20; 0% = ACh EC20, 100% = maximal ACh | Muscarinic acetylcholine receptor M4 (Homo sapiens), P08173;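 active = activation above its plate's cutoff, the mean activation of sample wells plus 3 SD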; also: some results filed as inactive read as strong as hits
CHRM4 antagonist – human M4 muscarinic receptor antagonists, primary screen, CHO cells, Fluo-8 calcium fluorescence. Muscarinic acetylcholine receptor M4 (Homo sapiens), P08173. CHO-hM4 cells, ACh EC80. inhibition, % at 3 µM. 360,000 tested, 0.73% active;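 active = inhibition above its plate's cutoff, the mean inhibition of sample wells plus 3 SD, cut at about 27% in these data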;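 also: 0% = acetylcholine EC80 with DMSO and 100% = DMSO without agonist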
M1 antag – human M1 muscarinic receptor antagonists, primary screen, CHO-K1 cells, Fluo-8 calcium fluorescence, 1536-well; Muscarinic acetylcholine receptor M1 (Homo sapiens), P11229; CHO-K1 hM1, ACh EC80 antagonist; inhibition, % at 3 µM; 360,000 tested, 1.3% active; AID 588852, 2011;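 active = percent inhibition above its own plate's cutoff, namely the mean of that plate's compound wells plus 3 SD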;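 also: peak over basal fluorescence ratio during 140 s after agonist addition; 0% = ACh EC80 plus DMSO and 100% = DMSO alone without agonist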
Target sequence (P11229 whole entry, looked up): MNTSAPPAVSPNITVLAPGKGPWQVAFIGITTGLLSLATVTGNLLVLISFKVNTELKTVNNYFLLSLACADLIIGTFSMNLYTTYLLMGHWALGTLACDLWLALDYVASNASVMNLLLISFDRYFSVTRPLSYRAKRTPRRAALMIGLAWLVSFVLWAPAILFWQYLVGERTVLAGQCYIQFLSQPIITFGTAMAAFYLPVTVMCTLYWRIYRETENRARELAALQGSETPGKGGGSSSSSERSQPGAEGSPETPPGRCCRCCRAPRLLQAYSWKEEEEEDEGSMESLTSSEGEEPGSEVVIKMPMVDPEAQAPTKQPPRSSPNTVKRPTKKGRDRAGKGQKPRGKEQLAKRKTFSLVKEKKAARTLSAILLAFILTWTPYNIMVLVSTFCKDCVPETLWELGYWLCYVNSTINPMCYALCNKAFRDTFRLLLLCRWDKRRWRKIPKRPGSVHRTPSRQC
M5 PAM – human M5 muscarinic receptor positive allosteric modulators, primary screen, CHO-K1 cells, Fluo-8 calcium fluorescence; CHO-K1 hM5, ACh EC20 PAM; 0% = ACh EC20, 100% = ACh EC100; activation, % at 3 µM; 360,000 tested, 0.3% active;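 active = activation above the run cutoff, the mean activation of all test compounds plus 3 SD, cut at about 18% in these data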
Target sequence (P08912 whole entry, looked up): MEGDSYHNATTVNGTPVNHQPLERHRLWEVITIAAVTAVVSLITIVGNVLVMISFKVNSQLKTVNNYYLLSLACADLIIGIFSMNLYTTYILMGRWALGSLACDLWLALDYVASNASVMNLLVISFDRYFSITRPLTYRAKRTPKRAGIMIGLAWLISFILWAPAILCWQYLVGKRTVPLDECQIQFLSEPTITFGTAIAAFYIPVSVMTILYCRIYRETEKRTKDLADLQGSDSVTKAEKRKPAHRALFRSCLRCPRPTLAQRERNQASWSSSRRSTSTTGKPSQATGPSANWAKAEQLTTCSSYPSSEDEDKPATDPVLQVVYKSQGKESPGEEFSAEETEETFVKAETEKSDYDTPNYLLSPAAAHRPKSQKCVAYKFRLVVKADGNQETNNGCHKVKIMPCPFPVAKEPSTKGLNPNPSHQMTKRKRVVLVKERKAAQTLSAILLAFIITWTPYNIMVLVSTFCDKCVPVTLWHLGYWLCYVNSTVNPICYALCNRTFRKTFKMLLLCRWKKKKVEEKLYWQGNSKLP
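System: CHO-K1 cell line with stable human muscarinic M5 receptor expression | Also added: EC20 acetylcholine as agonist stimulus | Compound: One concentration, 3 µM final (nominal) | Timing: Fluo-8 loading 80 min at 37 °C plus 30 min room temperature | Measured by: Fluo-8 calcium dye fluorescence, kinetic read | Read-out basis: % activation, ACh-normalized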
M4 ag – human M4 muscarinic receptor agonists, primary screen, CHO-K1 cells, Fluo-8 calcium fluorescence | activation, % at 3 µM | CHO-K1 hM4/Gqi5; vehicle 0%, full acetylcholine response 100% | 360,000 tested, 0.14% active | AID 624127, 2012 | Muscarinic acetylcholine receptor M4 (Homo sapiens), P08173;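 active = activation above the run mean over all test wells plus 3 SD, cut at about 32% in these data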;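 also: peak over basal fluorescence ratio per well then scaled between controls; 0% = DMSO wells and 100% = acetylcholine at EC100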
CHRM5 agonist – human M5 muscarinic receptor agonists, primary screen, CHO-K1 cells, Fluo-8 calcium fluorescence. AID 624037, 2012. CHO-K1 hM5 cells; 0% DMSO wells, 100% maximal acetylcholine response. 360,000 tested, 0.19% active. activation, % at 3 µM;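 active = activation above the run's mean over test compounds plus 3 SD, cut at about 23% in these data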;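 also: signal is peak over basal fluorescence ratio across the kinetic read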
M1 PAM – human M1 muscarinic receptor positive allosteric modulators, primary screen, CHO-K1 cells, Fluo-8 calcium fluorescence, 1536-well | CHO-K1 hM1, ACh EC20; 0% = ACh EC20, 100% = maximal ACh | activation, % at 3 µM | 360,000 tested, 0.088% active | AID 588819, 2011; in the data active = activation above about 19%, passing the limit was not always enough
CHRM5 antagonist – human M5 muscarinic receptor antagonists, primary screen, CHO cells, Fluo-8 calcium fluorescence | Muscarinic acetylcholine receptor M5 (Homo sapiens), P08912 | CHO-hM5 cells, ACh EC80 | inhibition, % at 3 µM | 360,000 tested, 0.59% active;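 active = inhibition above a per-plate cutoff, the mean of that plate's test compounds plus 3 SD, cut at about 27% in these data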;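 also: 0% = acetylcholine EC80 with DMSO and 100% = DMSO without agonist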
Active calls of the source: *; x = no result given.

1. Cc1ccc(S(=O)(=O)N2CC3(C)CN(S(=O)(=O)c4ccc(C)cc4)CC(C)(C2)C3)cc1
2. O=c1[nH]c2ccc(Br)cc2c(-c2ccccc2)c1CN1CCOCC1
3. O=C(COC(=O)c1cc[n+]([O-])cc1)Nc1cc([N+](=O)[O-])ccc1Cl
4. Cc1cccnc1NC1CCCCC1
5. COC(=O)Nc1sc(C(=O)N(C)C)c(C)c1C(=O)OC
6. COCc1ccc(CN2CCC(C(=O)Nc3cccc(-c4cscn4)c3)CC2)o1
7. COc1ccccc1C(=O)COC(=O)Cn1[nH]c(=O)c2ccccc2c1=O
8. Cc1cnc(NC(=O)CSc2nnc(Cc3ccccc3)n2C)s1
assay / entry	1	2	3	4	5	6	7	8
CRFR2-BP ag	-1.3	-0.6	0.0	-0.1	-1.2	2.4	-0.6	0.1
CHRM4 PAM	11	4	6	-1	5	-3	0	2
CHRM4 antagonist	-2	3	-10	5	5	-14	-2	9
M1 antag	-2	-4	-3	-8	-1	2	-7	-5
M5 PAM	-5	-6	2	3	-4	-3	2	-3
M4 ag	0	1	2	0	2	3	1	0
CHRM5 agonist	-5	0	2	-3	0	-6	1	-7
M1 PAM	4	3	4	5	1	-2	5	1
CHRM5 antagonist	14	4	-1	-10	1	-7	-1	6

9. Cn1c(SCc2cc([N+](=O)[O-])cc3c2OCOC3)nnc1-c1ccccn1
10. COc1ccc(-c2ccc(OC)cc2)cc1
11. Cc1c(Br)cnn1C(C)C(=O)N1CCN(c2ccc(F)cc2)CC1 (stereo not given)
12. Cc1nc(Sc2ccccc2)c(C#N)cc1-c1ccccc1
13. COc1ccc(CCNC(=O)c2cc(-c3ccccc3)c(N3CCOCC3)s2)c(OC)c1OC
14. CCCCCNC(=O)c1cc(S(=O)(=O)N2CCCC2)ccc1F
15. CCN(Cc1ccccc1)C(=O)COC(=O)c1cnc(C)cn1
16. Cc1cc(N2CCCC2=O)cc(C)c1S(=O)(=O)NCCOc1ccccc1
assay / entry	9	10	11	12	13	14	15	16
CRFR2-BP ag	-1.6	2.1	0.4	5.9	-0.1	-2.4	-1.0	-0.2
CHRM4 PAM	2	8	1	-11	-5	0	-8	7
CHRM4 antagonist	5	-7	3	18	6	3	8	-1
M1 antag	2	-4	5	6	6	-7	10	-6
M5 PAM	-1	11	-5	-3	-2	-6	-5	-8
M4 ag	0	1	2	-1	8	0	-1	8
CHRM5 agonist	-3	-3	5	-8	-5	-2	1	6
M1 PAM	6	1	5	-12	-2	4	-1	6
CHRM5 antagonist	3	-3	3	-2	-1	3	11	-1

Molecules above containing fluorine:
11. Cc1c(Br)cnn1C(C)C(=O)N1CCN(c2ccc(F)cc2)CC1 (stereo not given)
14. CCCCCNC(=O)c1cc(S(=O)(=O)N2CCCC2)ccc1F
assay / entry	11	14
CRFR2-BP ag	0.4	-2.4
CHRM4 PAM	1	0
CHRM4 antagonist	3	3
M1 antag	5	-7
M5 PAM	-5	-6
M4 ag	2	0
CHRM5 agonist	5	-2
M1 PAM	5	4
CHRM5 antagonist	3	3

Going on with the list.
17. Cc1cccc(C)c1OCC(O)CNC(C)(C)C (stereo not given)
18. Cc1cc(SCC(=O)N(CC(C)C)c2c(N)n(CC(C)C)c(=O)[nH]c2=O)nc2ccccc12
19. CCN(C(=O)COC(=O)CCS(=O)(=O)c1ccccc1)c1c(N)n(Cc2ccccc2)c(=O)[nH]c1=O
20. O=C(O)C1Cc2ccccc2CN1C(=O)c1ccccc1Cl (stereo not given)
21. Clc1ccc(CONc2ncnc3nonc23)c(Cl)c1
22. Cc1cc(-c2cc(-c3ccc(Cl)cc3)nc(N)c2C#N)co1
23. CCCC(=O)NC(=S)Nc1ccc(N2CCOCC2)c(Cl)c1
24. CCOC(=O)c1cccc(N2C(=O)C3C(C2=O)C2C=CC3C23CC3)c1 (stereo not given)
assay / entry	17	18	19	20	21	22	23	24
CRFR2-BP ag	0.5	4.9	1.6	-0.8	7.8	2.7	-0.8	-0.8
CHRM4 PAM	2	6	9	5	-9	6	-5	14
CHRM4 antagonist	0	-3	-10	-7	4	5	5	-16
M1 antag	19	3	-9	-8	4	-10	-7	-10
M5 PAM	0	5	-1	-10	-12	2	-5	5
M4 ag	0	0	0	0	8	2	4	0
CHRM5 agonist	-1	3	6	-6	3	1	-3	-2
M1 PAM	2	14	10	7	-1	11	9	7
CHRM5 antagonist	-4	2	5	-7	-2	5	6	-6

25. CCOc1ccc(/C=C/C(=O)Nc2ccc(C(N)=O)cc2)cc1OC
26. CCCCc1c(-c2ccc(OC)c(OC)c2)ncn1CCc1ccccc1OC
27. CCN(CC(=O)Nc1c(F)cccc1F)C(=O)c1cnc(C)cn1
28. CC1CCN(S(=O)(=O)c2ccc3c(c2)CCN3C(=O)CCC(=O)O)CC1
29. COc1ccccc1CNC(=O)COC(=O)C1=COCCO1
30. CCOC(=O)N1CCN(C(=O)CS(=O)(=O)Cc2nc(-c3cccc(OC)c3)oc2C)CC1
31. O=C(CN(C(=O)CNC(=O)c1cccs1)c1ccccc1F)NC1CCCCC1
32. COc1ccc(Br)cc1/C=N/NC(=O)c1ccco1
assay / entry	25	26	27	28	29	30	31	32
CRFR2-BP ag	1.8	x	-0.9	0.6	0.1	0.6	1.8	-4.8
CHRM4 PAM	-5	-14	4	17	19	-1	4	-4
CHRM4 antagonist	-2	23	0	-1	-10	-7	-8	0
M1 antag	5	x	4	-19	-13	-14	-2	3
M5 PAM	-5	-15	-3	5	1	0	-4	1
M4 ag	4	14	1	3	1	5	0	1
CHRM5 agonist	3	0	2	2	-1	1	-1	0
M1 PAM	-5	x	2	16	5	11	2	8
CHRM5 antagonist	3	10	-4	-5	-8	-1	1	-13

An excerpt of these results, with each value named.
#31 O=C(CN(C(=O)CNC(=O)c1cccs1)c1ccccc1F)NC1CCCCC1
  CRFR2-BP ag = 1.8
  CHRM4 PAM = 4
  CHRM4 antagonist = -8
  M1 antag = -2
  M5 PAM = -4
  M4 ag = 0
  CHRM5 agonist = -1
  M1 PAM = 2
  CHRM5 antagonist = 1
#29 COc1ccccc1CNC(=O)COC(=O)C1=COCCO1
  CRFR2-BP ag = 0.1
  CHRM4 PAM = 19
  CHRM4 antagonist = -10
  M1 antag = -13
  M5 PAM = 1
  M4 ag = 1
  CHRM5 agonist = -1
  M1 PAM = 5
  CHRM5 antagonist = -8

New compounds follow.
33. CC(C)(C)N(CC#CCC(O)(c1ccccc1)C1CCCC1)CCO (stereo not given)
34. O=C(CSCc1ccc(Br)cc1)NCCc1ccccc1
35. COc1ccc(C(=O)N2CCN(c3ccc(NC(=O)c4ccco4)cc3)CC2)cc1
36. NC(=O)c1cc(S(=O)(=O)N2CCOCC2)ccc1N1CCCC1
37. CC1CC(=O)Nc2ccccc2N1C(=O)Nc1ccc(F)cc1 (stereo not given)
38. COc1cccc(C(O)c2cnc(C(C)C)n2C)c1 (stereo not given)
39. CCc1c(C)nc2cc(-c3cc(OC)cc(OC)c3)nn2c1N1CCCC1
40. Cn1c(-c2ccccc2)c(Sc2ccccc2)c2cc(-c3ccc4cc[nH]c4c3)ccc21
assay / entry	33	34	35	36	37	38	39	40
CRFR2-BP ag	-2.0	-1.1	-2.6	-0.4	-2.2	-1.1	0.3	x
CHRM4 PAM	-22	-8	6	4	1	-25	-11	9
CHRM4 antagonist	31*	7	-2	4	-17	2	9	-9
M1 antag	84*	-1	-4	-13	-6	28	-5	x
M5 PAM	-21	0	0	-8	17	-17	-8	-1
M4 ag	1	1	4	0	1	20	-1	0
CHRM5 agonist	-10	-6	-3	-5	6	-12	-4	1
M1 PAM	-34	0	6	13	2	-11	-7	x
CHRM5 antagonist	8	11	-7	16	-18	14	8	-2

41. CC1=C(C(=O)OCC2CCCO2)C(c2ccccc2)NC(=O)N1 (stereo not given)
42. COc1ccccc1N1CCN(C(=O)CCn2c(=O)[nH]c3ccsc3c2=O)CC1
43. CC(=O)c1ccc(NC(=O)C2(c3ccccc3)CCOCC2)cc1
44. Cc1oc2cc(Br)c(O)c(Br)c2c1-c1ccccc1
45. CC1CC(C)CN(C(=O)c2ccc(C#N)cc2)C1 (stereo not given)
46. NS(=O)(=O)c1ccc(CCNC(=O)c2cc(-c3cccs3)nc3ccccc23)cc1
47. CCOc1ccccc1C1C(C(=O)Nc2ccc(OC)cc2)=C(C)Nc2nc(CCCO)nn21 (stereo not given)
48. CC(C)c1cc(C(C)C)c(S(=O)(=O)NC(c2ccccn2)C23CC2C3)c(C(C)C)c1 (stereo not given)
49. COc1ccccc1/C=C/C(=O)OCC(=O)N1CCN(S(=O)(=O)c2ccc(C)cc2C)CC1
50. Cc1ccc(C(C)C)c(OCC(=O)N/N=C2\CC(=O)CC(C)(C)C2)c1
51. O=C(CCn1c2c(c3ccccc31)CCCC2)NNC(=O)c1ccc(Cl)c([N+](=O)[O-])c1
assay / entry	41	42	43	44	45	46	47	48	49	50	51
CRFR2-BP ag	-0.1	0.1	-0.8	-2.3	-0.3	0.1	0.8	x	1.3	1.3	-0.5
CHRM4 PAM	1	4	-3	-6	2	-15	-3	14	-2	-6	-2
CHRM4 antagonist	-7	7	3	4	3	16	-16	-16	1	9	-17
M1 antag	-9	0	1	6	-11	16	-5	x	-10	9	-6
M5 PAM	0	-3	-11	-4	6	-13	-4	-1	0	-4	-4
M4 ag	0	2	0	-2	0	17	1	-1	1	2	3
CHRM5 agonist	3	1	-1	-5	3	0	1	-2	0	-2	-2
M1 PAM	5	7	-2	-2	6	-13	7	x	7	-4	-2
CHRM5 antagonist	2	1	-1	2	6	9	-5	-5	4	10	-3

Assay outcomes: PubChem, several laboratories
